Screening data from PubChem BioAssay.
Hck-Nef inh = inhibitors of Nef-activated human Hck kinase, primary screen, biochemical, Z-Lyte FRET, 384-well, Hck-YEEI; actives 0.68% (n = 220,000); Recombinant Hck-YEEI plus Nef, Z-Lyte FRET kinase assay; inhibition, % at 20 µM;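 active means Hck-Nef kinase inhibition above about 50%, limit read from the data; inactive means inhibition below that limit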;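 further: 0% = DMSO with Hck plus Nef and 100% = Hck alone without Nef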
L929 necroptosis = inhibitors of zVAD-triggered necroptosis, primary screen, L929 cells | L929 zVAD necroptosis rescue, ATP luminescence, 24 h; with zVAD 60 µM | AID 1377, 2008 | actives 0.38% (n = 220,000) | viability rescue, % at 10 µM;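 active means activation, scaled between plate controls, above about 75%, limit read from the data; inactive means activation under that limit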;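 further: 0% = zVAD with DMSO and 100% = DMSO alone without zVAD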
EP2 mod = EP2 receptor modulators, cAMP readout, primary screen, cell-based, HTRF cAMP, PGE2 stimulation. EP2-expressing cells, cAMP HTRF FRET, PGE2 co-stimulation. induction, % at 25 µM. actives 0.83% (n = 260,000). AID 940, 2007;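 active means compounds whose cAMP rise, as percent of the full-agonist control response, exceeds 60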;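 further: rat C6 glioma line stably carrying human EP2 under a CMV promoter; the protocol text gives 20 µM as final concentration; 100% = response of wells given 1 µM PGE2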
Target sequence (P43116 whole entry, looked up): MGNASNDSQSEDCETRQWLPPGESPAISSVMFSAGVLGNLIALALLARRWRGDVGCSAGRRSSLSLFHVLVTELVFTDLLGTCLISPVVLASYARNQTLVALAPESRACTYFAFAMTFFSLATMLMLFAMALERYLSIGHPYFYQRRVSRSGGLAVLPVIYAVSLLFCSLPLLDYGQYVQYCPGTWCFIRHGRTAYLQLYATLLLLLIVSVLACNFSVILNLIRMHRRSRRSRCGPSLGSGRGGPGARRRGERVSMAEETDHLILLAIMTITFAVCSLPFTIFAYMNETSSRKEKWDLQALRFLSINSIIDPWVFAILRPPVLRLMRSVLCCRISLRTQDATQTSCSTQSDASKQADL
TNF necrop inh = inhibitors of TNF-alpha triggered necroptosis, primary screen, cell-based, Jurkat FADD-/-, single concentration. AID 463075, 2010. activation (protection from cell death), % at 10 µM. actives 0.068% (n = 220,000). Jurkat FADD-/- TNF necroptosis rescue, ATP luminescence, 24 h; 0 = TNF only, 100 = no-TNF cells;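 active means activation, meaning protection from cell death, of at least 50% relative to plate controls; inactive means activation below 50%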;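 further: necroptosis triggered by 40 ng/mL TNF-alpha added together with compound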
Runt-CBFb FRET = inhibitors of RUNX1 Runt–CBFb binding, primary screen, biochemical, FRET, Cerulean-Runt, Venus-CBFb, uHTS; Runt-related transcription factor 1 (Homo sapiens) + Core-binding factor subunit beta …; Cerulean-Runt/Venus-CBFb FRET ratio 530/480, 1 h; inhibition, % at 20 µM; actives 0.46% (n = 220,000); AID 1496, 2009;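 active means inhibition over about 50% at 20 µM in the single-dose screen, limit read from the data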;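 further: 0% = DMSO wells and 100% = excess unlabeled CBFb competitor control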
Target sequence (Q01196 whole entry, looked up): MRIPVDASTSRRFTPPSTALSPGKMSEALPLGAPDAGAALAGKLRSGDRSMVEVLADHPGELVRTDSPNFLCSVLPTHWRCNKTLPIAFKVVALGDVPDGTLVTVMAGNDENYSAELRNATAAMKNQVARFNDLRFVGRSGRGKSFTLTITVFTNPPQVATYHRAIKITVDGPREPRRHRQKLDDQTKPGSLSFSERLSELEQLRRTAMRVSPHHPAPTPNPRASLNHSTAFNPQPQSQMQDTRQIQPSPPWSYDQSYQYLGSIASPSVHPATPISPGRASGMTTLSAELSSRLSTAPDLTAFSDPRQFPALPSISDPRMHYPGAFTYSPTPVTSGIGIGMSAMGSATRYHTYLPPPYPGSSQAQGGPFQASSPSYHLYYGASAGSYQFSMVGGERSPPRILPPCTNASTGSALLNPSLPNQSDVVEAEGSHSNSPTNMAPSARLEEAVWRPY
Target sequence (Q13951 whole entry, looked up): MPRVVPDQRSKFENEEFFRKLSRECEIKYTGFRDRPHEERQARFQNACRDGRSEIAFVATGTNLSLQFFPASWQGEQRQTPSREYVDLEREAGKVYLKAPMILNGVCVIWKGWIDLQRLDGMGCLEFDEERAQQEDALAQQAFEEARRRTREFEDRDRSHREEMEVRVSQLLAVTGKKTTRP
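Doses: 20 µM compound in 1% DMSO | Material: Cerulean-labeled Runt domain protein | Amount: Each fluorescent fusion protein 100 nM | Schedule: Two 1 h room-temperature incubations shielded from light | Measured by: FRET fluorescence | Evaluation: Loss of energy transfer signal | Controls: Unlabeled CBFb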
Runt-SMMHC FRET = inhibitors of RUNX1 Runt–CBFb-SMMHC binding, primary screen, biochemical, FRET, Cerulean-Runt, Venus-CBFb-SMMHC, uHTS | actives 0.74% (n = 220,000) | Cerulean-Runt/Venus-CBFb-SMMHC FRET ratio 530/480, 1 h | inhibition, % at 20 µM | Runt-related transcription factor 1 (Homo sapiens) + Core-binding factor subunit beta … | AID 1434, 2008;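 active means mean inhibition across duplicate retests at 20 µM reaching about 50%, limit read from the data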;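 further: 0% = DMSO wells and 100% = wells with excess untagged CBFb-SMMHC; inhibitors lower the FRET ratio by blocking Runt binding to CBFb-SMMHC; some results filed as inactive read as strong as hits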
PERK inh = block of dimerizer-induced PERK translation repression, primary screen, PERK inhibitor project, CHO PERK-DD cells, SEAP luminescence, HTS. actives 0.17% (n = 220,000). inhibition, % at 5.6 µM. CHO PERK-DD fusion, SEAP luminescence translation reporter. Eukaryotic translation initiation factor 2-alpha kinase 3 (Homo sapiens), Q9NZJ5;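 active means inhibition above the mean inhibition of all tested compounds plus 3 SD, set separately per screening campaign, cut at about 2.9% in these data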;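 further: PERK kinase domain activated by AP20187 dimerizer at 100 nM; 0% = DMSO with dimerizer and 100% = rapamycin at 8.4 µM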
RBBP9 inhibitor = human RBBP9 inhibitors, primary screen, biochemical, fluorescence polarization, FP-Rh probe, HTS; Serine hydrolase RBBP9 (Homo sapiens), O75884; recombinant RBBP9; inhibition, % at 7.94 µM; actives 0.2% (n = 220,000); AID 1515, 2009;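 active means inhibition above the campaign mean of all tested compounds plus 3 SD, cut at about 14% in these data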;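 further: plate controls were DMSO wells with RBBP9 for no effect and wells lacking RBBP9 protein for full effect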
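System: RBBP9 protein / Buffer or medium: Tris/NaCl buffer pH 8.0 with 0.1% Pluronic / Probe or stimulus: Serine-hydrolase probe FP-Rh, 375 nM pre-mixing / Dosing: 7.94 µM single dose, 0.794% DMSO / Times: enzyme-compound preincubation 30 min, then probe labeling 45 min, 25 °C / Technique: fluorescence polarization (mP), excitation 525 nm, emission 598 nm / Replication: singlicate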
PGE2 EP2 inh = human EP2 receptor antagonists, primary screen, TR-FRET cAMP, C6 glioma cells; Prostaglandin E2 receptor EP2 subtype (Homo sapiens), P43116; C6 glioma cells expressing human EP2; cells stimulated with saturating PGE2; inhibition, % at 25 µM; actives 0.52% (n = 260,000);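 active means percent inhibition above 40 after rounding to a whole number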;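 further: rat C6 glioma host cells with rolipram phosphodiesterase inhibitor present; the protocol text gives 20 µM as final concentration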
* hit, by the source's call; . = no result given; & = joins results of further samples. Not all compounds are listed; count on the stated rates, not on these rows.

SMILES | Hck-Nef inh | L929 necroptosis | EP2 mod | TNF necrop inh | Runt-CBFb FRET | Runt-SMMHC FRET | PERK inh | RBBP9 inhibitor | PGE2 EP2 inh
CCOC(=O)c1c(C=O)c(C)n(Cc2ccc(C)cc2)c1C | 7 | 0.3 | 86* | -0.5 | 1 | 1 | -0.4 | -10 | 8
Cc1ccccc1N(CC(=O)NCc1ccc2c(c1)OCO2)C(=O)CCC(=O)Nc1ccccn1 | 2 | -0.2 | 13 | -1.8 | -2 | 1 | -0.2 | -3 | 14
CCN(CC)S(=O)(=O)c1ccc(Cl)c(NC(=O)c2ccc(C#N)cc2)c1 | 11 | 0.2 | 6 | 0.6 | 2 | 4 | -0.6 | -8 | 8
CCn1c(SCC(=O)Nc2nccs2)nnc1-c1ccncc1 | -2 | 0.4 | 24 | 0.0 | 0 | 0 | -0.4 | 3 | 22
O=C(O)CCCC(=O)N1N=C(c2ccccc2)CC1c1cccs1 (stereo not given) | 0 | -0.6 | -10 | 1.5 | 4 | -2 | 0.3 | -6 | 4
Cc1cc2nnc(SC3CCOC3=O)n2c2ccccc12 (stereo not given) | 2 | 1.8 | 10 | -0.3 | -1 | 5 | 0.9 | -7 | 9
O=C1C2CCCN2C(=O)N1CCN1CCN(CCO)CC1 (stereo not given) | 2 | 0.6 | 30 | 0.7 | -2 | -3 | 2.1 | -4 | 6
CN(C1CCCCC1)S(=O)(=O)c1ccc(S(=O)(=O)N2CCCC2)cc1 | 0 | 0.0 | -5 | 0.4 | 19 | -2 | -0.5 | -11 | 11
Cc1cc(NC(=O)CN2C(=O)NC(CCc3ccccc3)C2=O)no1 (stereo not given) | -24 | 1.3 | 3 | 0.9 | . | 3 | 0.2 | -3 | 8
CC(C)N1CCC(N2CCN(Cc3cccc4nonc34)CC2CCO)CC1 (stereo not given) | 17 | 0.4 | -3 | 2.1 | . | . | 0.5 | 0 | 2
Cc1ccccc1NC(=O)Cn1c(=O)n(Cc2ccccc2)c(=O)c2c(C)c(C)sc21 | 2 | 0.1 | 22 | 0.3 | -2 | 7 | -0.3 | -13 | 2
Cc1ccc(NC(=O)CSc2nnc(-c3cnccn3)n2-c2ccccc2)cc1 | 1 | 0.3 | 5 | -0.7 | -2 | -4 | -1.1 | -9 | 7
COc1cc(NC(=O)c2onc(C)c2Cl)c(OC)cc1Cl | 3 | 2.7 | 0 | 0.8 | -1 | 4 | 0.6 | -5 | 6
COc1ccc(NC(=O)COc2ccc(C(=O)OCC(=O)N(C)C3CCS(=O)(=O)C3)cc2OC)cc1 (stereo not given) | -35 | 4.5 | -2 | 1.4 | 1 | -3 | 0.0 | -2 | 12
CC(=O)Nc1sc(-c2ccccc2)nc1-c1ccccc1 | 27 | 2.3 | -42 | 0.1 | -3 | 2 | 0.6 | 5 | 7
COc1ccc(S(=O)(=O)N2CCN(Cc3ccccc3)CC2)cc1 | 2 | 0.2 | -4 | 1.1 | -2 | -3 | 0.2 | 5 | 9
Cc1nnc(NC(=O)Nc2cccc(Cl)c2)s1 | 2 | 1.3 | -32&-89 | -0.5 | -2 | 0 | 0.6 | -1 | 12&7
O=c1c2ccccc2nnn1Cc1ccccn1 | 0 | -0.4 | -3 | 1.6 | 0 | -1 | -0.1 | -1 | 3
CN(C)C(=O)c1ccc(Cl)cc1[N+](=O)[O-] | 23 | 1.8 | 17 | -0.7 | 0 | 2 | 0.1 | -4 | 5
O=C(O)Cc1ccc(NS(=O)(=O)c2c(Cl)cccc2Cl)cc1 | 24 | 4.0 | 8 | 0.3 | -2 | 41 | 0.4 | -2 | 4
CCn1c(N2CCN(S(=O)(=O)c3ccc(F)cc3)CC2)nc2ccccc21 | 19 | -0.7 | -90 | 2.5 | 0 | 2 | 0.1 | 0 | 6
FC(F)Oc1ccc(-c2csc(=Nc3cccnc3)n2CC2CCCO2)cc1 (stereo not given) | 2 | 0.2 | 21 | -12 | -2 | -1 | -1.1 | 2 | 14
CC(C)CCNC(=O)C1CCCCN1S(=O)(=O)c1ccc(F)cc1 (stereo not given) | -1 | 0.1 | -4 | 0.1 | 0 | -6 | -0.2 | -12 | 17
CCC(=O)/C=C1/Sc2ccc(OC)cc2N1CCO | 11 | 12 | 16 | 1.0 | 3 | -3 | 0.6 | -7 | 2
O=C(CN1CC(=O)Oc2ccccc21)OCC(=O)c1ccc(Br)cc1 | 12 | 0.4 | . | -1.1 | . | . | 0.3 | -5 | 10

2 entries drawn at random from those above:
SMILES | Hck-Nef inh | L929 necroptosis | EP2 mod | TNF necrop inh | Runt-CBFb FRET | Runt-SMMHC FRET | PERK inh | RBBP9 inhibitor | PGE2 EP2 inh
O=C(CN1CC(=O)Oc2ccccc21)OCC(=O)c1ccc(Br)cc1 | 12 | 0.4 | . | -1.1 | . | . | 0.3 | -5 | 10
COc1ccc(NC(=O)COc2ccc(C(=O)OCC(=O)N(C)C3CCS(=O)(=O)C3)cc2OC)cc1 (stereo not given) | -35 | 4.5 | -2 | 1.4 | 1 | -3 | 0.0 | -2 | 12

The list goes on:
SMILES | Hck-Nef inh | L929 necroptosis | EP2 mod | TNF necrop inh | Runt-CBFb FRET | Runt-SMMHC FRET | PERK inh | RBBP9 inhibitor | PGE2 EP2 inh
CCc1cccc(C)c1N(C(=O)Cn1c(COC)nc2ccccc21)C(C)COC (stereo not given) | 1 | -0.5 | 9 | -0.5 | -4 | 2 | -1.0 | 3 | 14
Cn1nc(OC(=O)Nc2ccccc2)cc1C(F)(F)F | -1 | 0.0 | -14 | -0.9 | -2 | 2 | -0.2 | -3 | 8
O=C(NCc1cccnc1)c1ccc(Cn2cc(C(F)(F)F)ccc2=O)cc1 | 8 | 1.8 | 5 | -0.6 | 2 | -1 | 1.4 | 1 | 5
Cn1c(=O)c2c(ncn2CC(=O)Nc2cccc(S(=O)(=O)Nc3ccccc3F)c2)n(C)c1=O | 7 | 0.4 | 27 | 0.3 | 4 | -5 | 0.9 | -6 | 5
CC1CCN(S(=O)(=O)c2ccc(C(=O)NCc3ccc4c(c3)OCO4)cc2)CC1 | 7 | 0.0 | 11 | -1.9 | -1 | 2 | -0.2 | -7 | 7
COc1ccccc1CC(=O)Nc1ccc2c(c1)C(=O)NC2=O | -2 | 0.8 | 6 | 0.5 | 0 | -6 | 1.9 | 3 | 10
COC(=O)c1ccccc1NC(=O)NC1CC1 | -8 | 0.4 | -23 | 0.5 | 0 | -3 | -0.4 | -3 | 9
Brc1cccc(-c2nnc3sc(CN4CCCCC4)cn23)c1 | 0 | 0.5 | -37 | -1.2 | 0 | 2 | -0.5 | 2 | 6
O=C(CCSc1ccccn1)c1ccccc1 | 14 | 0.2 | 15 | 1.2 | 59* | 45 | 1.8 | -2 | 3
COc1cc(/C=N/NC(=O)c2ccc(Cl)cc2)ccc1OCC(=O)N1CC(C)OC(C)C1 (stereo not given) | 21 | 1.8 | -3 | 0.7 | -2 | 1 | 0.2 | -1 | 9
Cc1cc2c(NC(=O)Nc3ccccc3)cccc2nn1 | -17 | 0.7 | -32 | -3.8 | 7 | 0 | 0.8 | -1 | 15
CC(C)Oc1ccc(C(=O)NC(Cc2c[nH]c3ccccc23)C(=O)NN)cc1 (stereo not given) | 11 | 0.9 | -11 | 5.2 | 0 | -1 | -1.4 | -5 | 8
O=C(NC1CCCCC1)N1CCC(c2nc3ccccc3[nH]2)CC1 | 2 | 0.1 | -4&5 | -3.6 | 2 | 0 | -1.4 | -10 | 5&5
O=C(NC(=S)NC1CCCCCC1)c1cncc(Br)c1 | 13 | 0.0 | 21 | 0.9 | -5 | 0 | -0.2 | -5 | 3
NS(=O)(=O)c1cc(C(=O)NCCOc2ccccc2)c(Cl)cc1Cl | 2 | 0.3 | 17 | -0.7 | -2 | -3 | 0.8 | -8 | 7
Cc1cccc(-n2c(C)cc(C(=S)N3CCOCC3)c2C)c1C | 21 | -0.7 | 6 | -2.6 | . | . | -0.3 | -8 | 6
Cc1cc(NC(=O)CSCC(=O)N(c2cccc(Cl)c2)C(C(=O)NC2CCCCC2)c2ccc(O)c(O)c2)no1 (stereo not given) | 5 | 0.6 | -13 | 0.2 | 4 | -1 | 0.5 | -6 | 9
Cc1nn(Cc2ccccc2Cl)c(Cl)c1/C=C/C(=O)OCC(=O)NC1CCS(=O)(=O)C1 (stereo not given) | 21 | -1.1 | -6 | 1.2 | -7 | 2 | 1.2 | 1 | 7
CCOc1ccc(CNC(=O)c2ccc(Sc3ccc(C)cc3)c(NC(C)=O)c2)cc1 | 4 | 0.4 | -42 | 2.4 | 0 | 2 | 0.2 | -7 | 4
O=C(NC1CCCCCC1)c1c(O)c2ccccc2[nH]c1=O | 6 | 2.6 | 7 | 0.3 | 1 | 1 | -0.1 | -2 | 0
CCOC(=O)NC(=O)C(=CNc1cccc(C)c1)C(=O)NC(=O)OCC | 7 | . | 26 | 0.3 | 1 | 2 | 0.6 | 5 | 4
CCOc1cccc2cc(C(C)=O)oc12 | 21 | 1.1 | 17 | 4.1 | -2 | -7 | 0.4 | -16 | 7
Cn1cccc1C(C#N)c1ncc(C(F)(F)F)cc1Cl (stereo not given) | -14 | 0.8 | 36 | -0.6 | -8 | -24 | 0.6 | -4 | 11
CC(C)COP(=O)(OCC(C)C)C(O)c1ccc(F)cc1 (stereo not given) | 0 | -0.4 | 10 | 0.2 | -3 | 1 | 0.5 | -6 | 8
CCC(CC)c1nnc(NC(=O)Oc2ccccc2)s1 | -1 | -0.2 | 0 | -1.5 | 40 | -2 | 0.6 | -2 | 9
CCOc1cc(N2CCOCC2)c(OCC)cc1NC(=O)COC(=O)c1ccccc1C | 3 | 1.5 | 7 | 3.3 | -3 | 0 | 0.2 | -3 | 11
COc1ccc(-c2nnc(SCC(N)=O)n2N)cc1 | 2 | 0.1 | 25 | -3.4 | 1 | -4 | 1.3 | -2 | 7
O=S(=O)(NCCc1csc(-c2cccnc2)n1)c1ccc2c(c1)OCCO2 | -1 | 0.0 | -10 | 2.0 | 2 | -6 | -0.1 | -8 | 10
CCn1ccnc1CNC(=O)c1cc(COc2ccc(F)cc2F)on1 | 4 | 0.5 | -2 | 0.9 | 5 | -4 | 2.4 | 2 | 8
